SUMO1 PPI mod: SUMO1-SIM interaction modulation. 360,000 tested, 0.33% active. inhibition, % at 20 µM. AID 602429. SUMO1 binding to a labelled peptide, TR-FRET, 1 h. P63165; in the data active = inhibition above about 37%
Target sequence (P63165 whole entry, looked up): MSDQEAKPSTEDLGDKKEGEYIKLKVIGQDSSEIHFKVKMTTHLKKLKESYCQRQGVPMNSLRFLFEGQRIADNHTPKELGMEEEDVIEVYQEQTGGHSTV
Rpn11 inh: Rpn11 (human) deubiquitinase inhibition | O00487 | human 26S proteasome, Ub4-pepOG fluorescence polarization; 20S core pre-blocked with epoxomicin | calls only at 20 µM | 360,000 tested, 0.59% active;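 active = inhibition at 20 µM, scaled to each plate's controls, above about 33%, limit read from the data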
Target sequence (O00487 whole entry, looked up): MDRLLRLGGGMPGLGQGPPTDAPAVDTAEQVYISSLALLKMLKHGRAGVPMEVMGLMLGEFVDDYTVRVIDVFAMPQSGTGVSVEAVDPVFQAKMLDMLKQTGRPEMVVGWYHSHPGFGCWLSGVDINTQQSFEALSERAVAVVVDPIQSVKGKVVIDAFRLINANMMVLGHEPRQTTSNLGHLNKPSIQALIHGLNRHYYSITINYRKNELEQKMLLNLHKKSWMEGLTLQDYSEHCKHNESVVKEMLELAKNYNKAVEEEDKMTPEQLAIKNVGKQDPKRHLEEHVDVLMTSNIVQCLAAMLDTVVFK
Scp1 inh: inhibitors of human Scp-1 phosphatase; 340,000 tested, 0.88% active; AID 493091; Recombinant Scp1, phosphopeptide, malachite green phosphate absorbance; inhibition, % at 20 µM;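 active = inhibition above about 50% at 20 µM, limit read from the data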;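 also: plate controls were DMSO wells with enzyme for no effect and wells lacking enzyme for full effect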
Target sequence (Q9GZU7 76-261 limits assumed): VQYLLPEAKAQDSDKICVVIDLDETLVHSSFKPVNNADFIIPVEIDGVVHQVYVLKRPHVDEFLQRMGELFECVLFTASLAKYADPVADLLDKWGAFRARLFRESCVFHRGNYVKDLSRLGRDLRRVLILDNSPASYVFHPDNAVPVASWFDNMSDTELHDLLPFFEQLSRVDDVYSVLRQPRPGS
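Material: truncated SCP-1 phosphatase (76-261aa) / Buffer or medium: 50 mM Tris acetate pH 5.5, 0.005% Tween-20, 10 mM MgCl2 / Compound dosing: one concentration, 20 µM, with 1.0% DMSO / Incubation: 45 min room-temperature reaction, 5 min colour, 30 min stabiliser / Detection: colorimetric free-phosphate detection, absorbance 630 nm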
STEP inh: STEP (human) phosphatase inhibition. P54829. recombinant STEP, OMFP fluorogenic substrate, fluorescence. inhibition, % at 20 µM. 360,000 tested, 0.25% active. AID 588621;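 active = inhibition at 20 µM, scaled per plate between control wells, above about 37%, limit read from the data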;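 also: 0% = DMSO with enzyme and substrate and 100% = substrate only without enzyme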
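material = STEP tyrosine phosphatase | reagent = fluorogenic phosphatase substrate OMFP at 25 µM final | doses = single compound dose of 20 µM, 1% DMSO final | schedule = 20 min reaction, room temperature, in the dark | measured by = fluorescence, 480/540 nm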
DNMT1 block: DNMT1 (human) enzyme inhibition; 360,000 tested, 0.83% active; DNMT1 molecular beacon, Hinp1I cleavage, fluorescence; inhibition (reported as % activation of signal), % at 10 µM; in the data active = inhibition above about 50%
Rin1-Abl PPI inh: blocks binding of human Rin1 to Abl; TR-FRET Rin1/Abl binding, biochemical; P00519+Q13671; inhibition, % at 7.35 µM; AID 588664; 360,000 tested, 0.4% active; in the data active = inhibition above about 5%, passing the limit was not always enough
NadD inh: inhibitors of Staphylococcus aureus NadD | 360,000 tested, 0.78% active | purified NadD enzyme, colorimetric absorbance read-out | inhibition, % at 20 µM | AID 602399; in the data active = inhibition above about 26%; also: some compounds past the cut are filed as inactive
Neddyl block: blocks human cullin neddylation; P61081+Q13564; TR-FRET cullin neddylation, biochemical; 360,000 tested, 0.58% active; calls only at 25 µM; in the data active = inhibition above about 36%
CSN deneddyl inh: inhibitors of human CSN-mediated cullin deneddylation; Q92905; Purified CSN, SCF-Nedd8-OG deneddylation, fluorescence polarization; inhibition, % at 12.5 µM; 360,000 tested, 0.38% active;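 active = pattern-corrected inhibition above about 35%, with an unprinted fluorescence ratio check between 0.5 and 1.5, limit read from the data, passing the limit was not always enough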;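 also: 0% = enzyme with substrate and 100% = substrate without enzyme; some results filed as inactive read as strong as hits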
Target sequence (Q92905 whole entry, looked up, one chain of several): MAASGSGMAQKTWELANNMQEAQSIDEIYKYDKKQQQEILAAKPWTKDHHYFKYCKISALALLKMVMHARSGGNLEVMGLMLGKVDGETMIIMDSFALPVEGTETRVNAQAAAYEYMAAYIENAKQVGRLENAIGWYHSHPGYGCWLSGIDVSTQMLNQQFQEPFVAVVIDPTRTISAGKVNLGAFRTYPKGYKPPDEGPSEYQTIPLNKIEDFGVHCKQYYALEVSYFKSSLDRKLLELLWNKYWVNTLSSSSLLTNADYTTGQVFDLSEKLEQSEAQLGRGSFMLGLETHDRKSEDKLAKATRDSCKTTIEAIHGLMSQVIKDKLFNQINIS
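Material: human Csn5 produced in HEK293T cells; Input: enzyme 0.24 nM; Reagent: SCFSkp2-Nedd8OG substrate at 10 nM final; Dosing: 12.5 µM compound; Incubation: 90 min reaction at room temperature; Detection: fluorescence polarization of the substrate; Evaluation: % inhibition of substrate cleavage by Csn5; Control set: substrate-only high control, full reaction low control.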
LMPTP block: blocks human LMPTP phosphatase; inhibition, % at 20 µM; 360,000 tested, 0.22% active; recombinant LMPTP-A, OMFP fluorogenic substrate, fluorescence intensity; P24666;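 active = compounds that cut the enzyme signal by at least half of the control window in the single-dose screen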;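 also: plate controls were DMSO wells with enzyme plus substrate for no effect and substrate without enzyme for full effect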
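Assay system: LMPTP-A phosphatase enzyme | Input: 0.625 nM enzyme | Also added: Fluorogenic phosphatase substrate OMFP at 400 µM final | Compound dosing: One test concentration per compound, 20 µM, with 3% DMSO overall | Schedule: 50 min enzyme reaction at room temperature, protected from light | Signal: Fluorescence intensity | Benchmarks: no-enzyme and uninhibited controls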
Starred values were filed as active, the others as inactive; i = inactive; / = no result given. Compounds as they come, and some 3.8% of all compounds hit somewhere here.

molecule	SUMO1 PPI mod	Rpn11 inh	Scp1 inh	STEP inh	DNMT1 block	Rin1-Abl PPI inh	NadD inh	Neddyl block	CSN deneddyl inh	LMPTP block
CCOc1cc(/C=C/C(=O)c2ccc(O)cc2)ccc1OCC(=O)N(C)C	-5	i	2	-3	8	-1	4	i	4	-3.4
COc1ccc(OC)c(NC(=O)CCN2CCN(c3ccccc3)CC2)c1	-3	i	0	-2	-2	4	5	i	-2	-0.6
CCOc1ccc(S(=O)(=O)n2cc(-c3ccccc3)c(N)n2)cc1	-3	i	-9	1	-6	-3	-4	i	7	1.2
Cc1ccc(NC(=O)CN2C(=O)NC(C)(C3CC3)C2=O)c([N+](=O)[O-])c1 (stereo not drawn)	-30	i	-5	3	1	-1	0	i	-3	-0.3
O=C(CCl)N1N=C(c2cccs2)CC1c1ccco1 (stereo not drawn)	-9	i	-3	-2	14	0	-4	/	4	-1.9
O=C(Nc1ccccc1)C1CCN(C(=O)c2ccc([N+](=O)[O-])cc2)CC1	-15	i	-3	2	1	-1	3	i	-2	-1.7
CN(C)S(=O)(=O)c1ccc(NC(=O)COC(=O)C2CC3CCCC(C2)C3=O)cc1 (stereo not drawn)	2	i	-5	1	-1	3	-3	i	2	-0.5
C=CCNC(=O)COC(=O)CNC(=O)c1cc(Cl)cc([N+](=O)[O-])c1	-24	i	-1	-2	7	-1	-4	i	6	-0.8
COc1ccc(Cc2noc(CN3CCCN(C4Cc5ccccc5C4)CC3)n2)cc1OC	2	i	3	3	-6	-1	-3	i	0	7.1
CC1=NN(c2ccccc2)C(=O)/C1=C/c1cc(C)n(C2CC2)c1C	-10	i	-3	0	-5	-3	-3	i	7	2.1
COC(=O)c1c(NC(=O)COC(=O)CCS(=O)(=O)c2ccc(C)cc2)sc(C)c1C	-4	i	-2	-2	0	-1	-4	i	0	-1.1
COc1ccc(Cn2c(CCC(=O)Nc3ccc(C)c(C)c3)nc3cccnc32)cc1	2	i	2	1	2	2	-8	i	-6	-0.4

The list goes on, starting with the last two of the part before.
molecule	SUMO1 PPI mod	Rpn11 inh	Scp1 inh	STEP inh	DNMT1 block	Rin1-Abl PPI inh	NadD inh	Neddyl block	CSN deneddyl inh	LMPTP block
COC(=O)c1c(NC(=O)COC(=O)CCS(=O)(=O)c2ccc(C)cc2)sc(C)c1C	-4	i	-2	-2	0	-1	-4	i	0	-1.1
COc1ccc(Cn2c(CCC(=O)Nc3ccc(C)c(C)c3)nc3cccnc32)cc1	2	i	2	1	2	2	-8	i	-6	-0.4
CCCCCC1CC(CC(=O)NC(=S)Nc2ccc([N+](=O)[O-])cc2)C(=O)O1 (stereo not drawn)	-7	i	-11	5	-6	1	-5	i	2	2.8
Cc1snc(S(=O)(=O)/C(C#N)=N\Nc2ccccc2)c1C#N	-9	i	1	1	-1	-4	-3	i	-3	1.0
CC(C)n1c(CNC(=O)c2ccccc2)nc2ccccc21	-5	i	-8	1	0	-6	2	i	0	-0.8
NC(=O)C1CCN(c2cc(Cl)ccc2[N+](=O)[O-])CC1	-31	i	-11	0	1	-6	5	i	0	-1.5
Cc1ccc(S(=O)(=O)N(Cc2ccccc2)c2ccccc2C(=O)NCc2ccco2)cc1	-3	i	-6	2	3	5	-1	i	6	2.2
CCOC(=O)[C@]12CCCC=C1N(CCC1=CCCCC1)C(=O)[C@H](CC(=O)NCc1ccc(C)o1)C2	-2	/	/	/	/	/	/	i	-1	1.0
N#Cc1ccc(-c2csc(NC(=O)c3ccc(N4C(=O)CCC4=O)cc3)n2)cc1	-16	i	-5	2	-4	-5	1	i	4	0.3
O=C(NCCCn1ccnc1)C(=O)c1cn(CC(=O)N2CCCCCC2)c2ccccc12	-3	i	-1	-1	1	-3	-3	i	-4	1.4
O=C(NCC(c1ccco1)N1CCCC1)c1cc(S(=O)(=O)N2CCOCC2)ccc1Cl (stereo not drawn)	7	i	-5	0	2	-1	3	i	-1	0.4
CCOC(=O)c1c(-c2cccc(C)c2)csc1NC(=O)C1CC=CCC1C(=O)O (stereo not drawn)	4	i	-7	-1	1	2	8	i	0	0.0
Cc1ccc(N(CC(=O)NC(C)C)C(=O)CCC(=O)Nc2ccccn2)cc1	9	i	-10	0	-2	3	2	i	-5	2.0
Cc1ccc2nc(C)cc(C(=O)Nc3nccs3)c2c1	1	i	-5	4	-2	1	4	i	-6	0.6
O=C(CN1C(=O)NC(c2ccccc2)(c2ccccc2)C1=O)NCCNCCO	-2	i	-2	-1	-2	0	-9	i	-3	-1.2
N#Cc1ccc(CSc2ncccn2)cc1	-1	i	-4	-4	-3	0	-1	i	5	-4.0
O=C1CSc2ccc(C(=O)NCCc3ccc(Cl)cc3Cl)cc2N1	1	i	-4	10	-8	3	-1	i	3	1.6
Cc1cccc(CN2C(=O)[C@@H]3Cc4c([nH]c5ccccc45)C(C)(C)N3C2=O)c1	4	i	-11	-2	4	4	-3	i	-3	0.3
COC(=O)c1cc(N2C(=O)C3C4C=CC(CC4)C3C2=O)ccc1Cl (stereo not drawn)	12	i	-3	-2	14	5	-3	i	-1	-0.2
Cc1ccc(N2C(=O)CC(N3CCSCC3)C2=O)c(C)c1 (stereo not drawn)	-2	i	-3	2	-1	-1	-2	i	-1	-0.7
CCC/C(=N\NC(=O)c1cccc(C)c1)c1ccccc1	0	i	-5	-3	-1	-1	2	i	-4	-0.2
O=C(NCc1ccco1)/C(=C/c1ccc(C(F)(F)F)cc1)c1nc2ccccc2[nH]1	2	i	3	-1	-11	2	15	/	7	1.1
COc1cc(C)nc(SCC(N)=O)n1	3	i	-8	3	1	0	6	i	1	-1.7
CC(C)(C)NC(=O)CN(C(=O)c1ccc(CN2CCOCC2)o1)c1ccc2c(c1)OCCO2	2	i	15	-3	-2	-2	6	i	2	-0.1
COc1ccc(C(=O)NC2=Nc3ccccc3N=C(C)C2c2ccccc2)cc1 (stereo not drawn)	1	i	-14	-2	0	-2	-5	i	3	1.3
COc1ccc(-n2nnnc2SCc2nc3ccccc3s2)cc1	1	i	-15	5	-4	-2	-5	i	2	1.9
Oc1c(Cl)cc(Cl)cc1/C=N/Nc1ncc(Br)cn1	0	i	3	3	45	4	24	i	-11	2.2
Cc1cccc(N2CCN(C(=O)n3ccnc3)CC2)c1C	-2	i	4	-1	2	4	0	i	-2	-0.1
C[C@@H]1CN(S(=O)C(C)(C)C)[C@@H](CCO)/C1=C\c1ccccc1 (stereo partly drawn)	5	i	-14	1	6	-2	-2	i	-2	-3.2
COC(=O)c1ccccc1NC(=O)Cc1nc(-c2ccccc2)sc1-c1ccc(C)cc1	-2	i	-7	7	-4	-1	2	i	5	2.4
CC(C)(CNC(=O)c1cc(Cl)c(O)c(Cl)c1)N1CCCCC1	2	i	6	-2	6	4	0	i	2	-1.7
Cc1cc(N2CCOCC2)n2ncc(-c3ccccc3)c2n1	3	i	-5	15	0	-1	-7	/	-1	0.1
COc1ccc2[nH]c3c(c2c1)CCN1C(=O)C(CC(=O)NCc2ccco2)C[C@H](C(=O)N(C(C)C)C(C)C)[C@@]31C (stereo partly drawn)	-2	i	4	1	4	0	-2	i	-2	1.2
C=C(C)CSc1nc(N)c(C#N)c(-c2ccc(C)cc2)c1C#N	-1	i	0	1	-2	-3	0	i	-6	1.1
CCN(CC)CCCN1C(=O)C(O)=C(C(=O)c2ccc(C)o2)C1c1ccc(C)o1 (stereo not drawn)	-6	i	0	2	-1	-2	-1	i	-4	-1.6
O=C(CCc1ccc(O)c(O)c1)N/N=C/c1cc2c(cc1[N+](=O)[O-])OCO2	-7	i	1	5	5	3	14	i	8	33
O=C(c1cc(COc2ccc(F)cc2Cl)on1)N1CCc2sccc2C1	2	i	-9	1	-5	2	-12	i	-3	5.0
O=C(c1cc(-c2ccc(O)cc2)on1)N1CCCC1	8	i	-8	2	2	1	1	i	-3	-0.6

Entries of single compounds, looked up by structure:
CC(C)(CNC(=O)c1cc(Cl)c(O)c(Cl)c1)N1CCCCC1 is listed with SUMO1 PPI mod: 2; Rpn11 inh: i; Scp1 inh: 6; STEP inh: -2; DNMT1 block: 6; Rin1-Abl PPI inh: 4; NadD inh: 0; Neddyl block: i; CSN deneddyl inh: 2; LMPTP block: -1.7
Cc1snc(S(=O)(=O)/C(C#N)=N\Nc2ccccc2)c1C#N is listed with SUMO1 PPI mod: -9; Rpn11 inh: i; Scp1 inh: 1; STEP inh: 1; DNMT1 block: -1; Rin1-Abl PPI inh: -4; NadD inh: -3; Neddyl block: i; CSN deneddyl inh: -3; LMPTP block: 1.0

(cont.)
molecule	SUMO1 PPI mod	Rpn11 inh	Scp1 inh	STEP inh	DNMT1 block	Rin1-Abl PPI inh	NadD inh	Neddyl block	CSN deneddyl inh	LMPTP block
O=C(Cn1cnc2ccccc21)N1CCc2ccccc21	3	i	0	-7	4	3	2	i	0	-0.3
O=C(Nc1ccccc1OC(F)F)c1cc2c(s1)CCC2	3	i	-8	0	-5	-2	-1	i	3	2.4
Cc1ccc(OCC(=O)N(Cc2ccco2)C2CCS(=O)(=O)C2)cc1C (stereo not drawn)	-1	i	2	-1	-1	0	5	i	1	0.0
C=CCOc1c(CNc2ncn[nH]2)cccc1OC	0	i	1	-3	0	-1	3	i	-1	-0.3
CC1CN(C(=S)NC(=O)c2ccco2)CC(C)O1 (stereo not drawn)	-3	i	-4	1	2	-1	-5	i	0	-1.7
O=C(N/N=C/c1ccc(O)cc1)c1ccc(NC(=O)c2ccccc2Br)cc1	4	i	-3	-4	-11	0	5	i	5	-0.1
CCOc1ccc(C(=O)NCC(=O)OC2CCOC2=O)cc1OCC (stereo not drawn)	2	i	-1	-1	0	0	-2	i	3	0.4
C=CCNC(=O)/C(C#N)=C/c1c(N2CCN(c3cccc(Cl)c3)CC2)nc2c(C)cccn2c1=O	-26	i	-9	-2	-5	-1	11	/	-3	3.4
COc1ccc(-c2nc3ccccc3o2)cc1NC(=O)c1ccc(Br)o1	15	i	-12	-1	50	-2	4	i	15	3.3
O=C(CNCCO)NC12CC3CC(CC(C3)C1)C2	5	i	-11	4	3	4	-2	i	0	-1.7
COc1cc(C2C3=C(CC(C)(C)CC3=O)OC3=C2C(=O)CC(C)(C)C3)cc([N+](=O)[O-])c1O	-30	i	4	1	-3	0	3	i	1	0.5
Cc1ccccc1OCC(=O)OCC(=O)Nc1ccc(N2CCOCC2)cc1	-3	i	-2	2	-1	2	-1	i	0	0.0
Cn1cc(CN2CCCC(C(=O)c3nccn3C)C2)c(-c2cccc(Cl)c2)n1 (stereo not drawn)	2	i	3	2	2	2	0	i	-13	2.2
COC(=O)/C(C#N)=C/c1ccc(N2CCOCC2)c([N+](=O)[O-])c1	-25	i	-13	4	1	-3	-1	i	-3	0.2

Compound activity deposited in PubChem BioAssay by several laboratories.
